LYP phosphatase: inhibitors of LYP phosphatase, biochemical, fluorescence intensity, uHTS (AID 1779); recombinant LYP phosphatase, fluorescence intensity; higher % means a stronger effect; inhibition, % at 11.5 µM, or IC50 in µM where a hit was titrated; 290,000 tested, 0.054% active; in the data active = inhibition above about 50%;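 note: plate controls were vehicle with enzyme for no effect and no enzyme for full effect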
XIAP displacement: small molecules displacing peptide from XIAP – biochemical, IAP family, fluorescence polarization (AID 1018) | XIAP BIR domain, fluorescence polarization peptide displacement; higher % means a stronger effect | displacement, % at 20 µM, or IC50 in µM where a hit was titrated | 200,000 tested, 0.007% active; in the data active = displacement above about 50%; note: a part of the inactive calls stands beside numbers as strong as those of hits
Rac1 GTP hydrolysis: MgcRacGAP GTPase-activating activity inhibitors, confirmation, biochemical, ADP Hunter fluorescence; MgcRacGAP-stimulated Rac1 GTP hydrolysis, ADP Hunter fluorescence; higher % means a stronger effect; GST-tagged Rac1 F28L mutant substrate; 340,000 tested, 0.6% active; AID 624330; inhibition, % at 30 µM, or IC50 in µM where a hit was titrated;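 active = first-screen hits whose inhibition reached a set limit at any dose in the follow-up dose series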;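 note: fluorescence reports GDP produced by GAP-driven GTP hydrolysis; strong numbers were not always called active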
Siah-1 displacement: blockers of Siah-1 interaction with plectin peptide – biochemical, fluorescence polarization, rhodamine-plectin, uHTS, primary screen (AID 1817). displacement, % at 20 µM; hits with a dose series show IC50 in µM. 290,000 tested, 0.02% active. Siah-1 / rhodamine-plectin peptide fluorescence polarization; higher % means a stronger effect;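 active = displacement of at least 50% at 20 µM, with a fluorescence ratio check between 0.3 and a set limit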;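 note: plate controls were Siah plus tracer with DMSO for no effect and tracer alone without Siah for full effect; strong numbers were not always called active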
RSV antiviral HEp-2: RSV antiviral activity via CPE protection, HEp-2 cells, primary 10 µM value included (AID 2391); HEp-2 cells, RSV-induced CPE inhibition; higher % means a stronger effect; CPE inhibition, % at 10 µM, or IC50 in µM where a hit was titrated; 310,000 tested, 0.13% active; in the data active = a potency from the dose series; note: strong numbers were not always called active
NS5 inhibitors: Dengue-2 NS5 methyltransferase inhibitors, primary screen, biochemical, confirmation dose response (AID 588689); inhibition, % at 25 µM, or IC50 in µM where a hit was titrated; 340,000 tested, 0.3% active; Dengue-2 NS5 methyltransferase capping enzyme assay, biochemical; higher % means a stronger effect; in the data active = a potency from the dose series
HIV fusion peptide: inhibitors of HIV fusion peptide binding, primary screen, biochemical, uHTS, fluorescence dequenching (AID 1986); cell-free peptide binding, fluorescence dequenching, 30 min; higher % means a stronger effect; inhibition, % at 20 µM; hits with a dose series show IC50 in µM; 290,000 tested, 0.3% active; in the data active = inhibition mostly above about 52%, no sharp cut-off; inactive = mostly below about 76%; note: some results filed as inactive read as strong as hits
AID2073: inhibitors of Mint1-CaV2.2 protein interaction, biochemical, HTRF (AID 2073) | HTRF protein-protein interaction, Mint1-CaV2.2; higher % means a stronger effect | 290,000 tested, 0.19% active | inhibition, % at 20 µM; hits with a dose series show IC50 in µM; in the data active = inhibition mostly above about 51%, no sharp cut-off; note: some results filed as inactive read as strong as hits
SV40 large T antigen: SV40 large T antigen inhibitors, biochemical (AID 1903); inhibition, % at 20 µM; hits with a dose series show IC50 in µM; SV40 large T antigen ATPase/helicase inhibition assay; higher % means a stronger effect; 310,000 tested, 0.39% active; in the data active = a potency from the dose series; note: strong numbers were not always called active
Starred values were filed as active, the others as inactive; nt = no result given.

Fields: LYP phosphatase	XIAP displacement	Rac1 GTP hydrolysis	Siah-1 displacement	RSV antiviral HEp-2	NS5 inhibitors	HIV fusion peptide	AID2073	SV40 large T antigen
> COc1ccccc1N1CCN(C(=O)c2oc3c(c2C)C(=O)CC(C)(C)C3)CC1
→ -6%	nt	-3%	11%	1.9%	5%	-0.7%	10%	5%
> C#CCSc1cc(C(F)(F)F)nc(-c2ccccn2)n1
→ 2%	-4.1%	5%	-2%	1.0%	-1%	0.2%	5%	8%
> O=C(COC(=O)c1ccco1)Nc1nc2c(F)c(F)c(F)cc2s1
→ -9%	nt	1%	35%	4.9%	2%	12%	6%	6%
> Cc1cccc(CN2CCCC(C(=O)Nc3ccccc3Oc3cccnc3)C2)c1 (configuration not stated)
→ -7%	nt	9%	-4%	0.3%	-6%	-0.6%	5%	13%
> CC1(C)SC(=S)N(Cc2ccc3c(c2)OCO3)C1N(O)C(=O)NC1CCCCC1 (configuration not stated)
→ -1%	-3.2%	7%	0%	0.2%	2%	-3.5%	3%	14%
> CC1C(Br)C(=O)NC(=O)N1Cc1ccccc1 (configuration not stated)
→ -4%	-1.8%	6%	4%	2.1%	-3%	-1.9%	-2%	3%
> Cc1ccc(Cn2c(=O)c3ccccc3n3c(SCC(=O)N4CCCCC4C)nnc23)cc1 (configuration not stated)
→ 0%	-8.7%	0%	-6%	6.7%	-7%	0.5%	1%	nt
> CC1CCN(S(=O)(=O)c2ccc(NC(=O)Cn3nnc(-c4ccccc4)n3)cc2)CC1
→ -8%	-12%	7%	8%	0.4%	-2%	-1.6%	32%	3%
> OCCNCCOc1ccccc1-c1ccccc1
→ -9%	-1.9%	19%	6%	-0.4%	4%	-1.1%	-6%	16%
> COCCCNC(NC(=O)c1ccc(Cl)cc1)C(Cl)(Cl)Cl (configuration not stated)
→ -10%	-7.0%	12%	1%	2.5%	-7%	-0.3%	-1%	0%
> C/C(=N/NC(=O)COc1cc(C)ccc1C(C)C)C(=O)O
→ -4%	0.5%	-19%	0%	1.4%	10%	5.3%	40%	14%
> CC(C)(C)Sc1ccc(N)nc1
→ -3%	-0.8%	10%	2%	0.7%	-2%	0.4%	-5%	31%
> O=C(CN(C(=O)c1csnn1)c1ccccc1Cl)NC1CCCCC1
→ -6%	nt	5%	-4%	nt	1%	-0.6%	7%	nt
> CCC(=O)Nc1nnc(SCc2ccc(F)cc2)s1
→ -9%	-5.0%	5%	5%	0.1%	-7%	1.4%	6%	12%
> O=C(NCc1cccnc1)c1ccc(S(=O)(=O)N2CCCCC2)cc1
→ -2%	-23%	6%	4%	1.7%	-4%	-0.6%	0%	20%
> C/C(=N\NC(=S)Nc1c(C)cccc1C)c1cc2ccccc2o1
→ -2%	-2.4%	11%	3%	9.0%	-3%	0.8%	-8%	12%
> CCCCn1cnc2cc(C)c(C)cc21
→ -2%	1.4%	4%	3%	0.2%	2%	-1.4%	-4%	4%
> CCN(Cc1cnn(C)c1)C(=O)c1ccc(OC2CCN(S(=O)(=O)N(C)C)CC2)cc1
→ -8%	-2.5%	5%	-3%	8.1%	-3%	-0.6%	-8%	0%
> O=C(CN1CCN(CCN2C(=O)c3cccc4cccc(c34)C2=O)CC1)c1ccc(Cl)cc1
→ -2%	-6.7%	nt	0%	nt	nt	1.8%	15%	12%
> Cc1ccc(OCC(=O)Nc2ccncc2)cc1
→ -7%	nt	-10%	0%	7.1%	nt	0.9%	-6%	10%

Structures from the list above with a Cl atom, in the order listed:
Fields: LYP phosphatase	XIAP displacement	Rac1 GTP hydrolysis	Siah-1 displacement	RSV antiviral HEp-2	NS5 inhibitors	HIV fusion peptide	AID2073	SV40 large T antigen
> COCCCNC(NC(=O)c1ccc(Cl)cc1)C(Cl)(Cl)Cl (configuration not stated)
→ -10%	-7.0%	12%	1%	2.5%	-7%	-0.3%	-1%	0%
> O=C(CN(C(=O)c1csnn1)c1ccccc1Cl)NC1CCCCC1
→ -6%	nt	5%	-4%	nt	1%	-0.6%	7%	nt
> O=C(CN1CCN(CCN2C(=O)c3cccc4cccc(c34)C2=O)CC1)c1ccc(Cl)cc1
→ -2%	-6.7%	nt	0%	nt	nt	1.8%	15%	12%

(cont.)
Fields: LYP phosphatase	XIAP displacement	Rac1 GTP hydrolysis	Siah-1 displacement	RSV antiviral HEp-2	NS5 inhibitors	HIV fusion peptide	AID2073	SV40 large T antigen
> CCOc1ccc(Nc2nc(NCC(=O)O)nc(N)c2[N+](=O)[O-])cc1
→ -1%	nt	16%	5%	2.6%	1%	2.4%	14%	8%
> COc1ccc(Cl)cc1NC(=O)CN(C)C(=O)c1ccc(OCc2ccccc2)c(OC)c1
→ nt	nt	-4%	nt	5.5%	-1%	nt	nt	11%
> CCn1c(SCC(=O)Nc2ccc3c(c2)OCO3)nnc1C(C)C
→ -3%	nt	3%	5%	-0.2%	-9%	-1.9%	1%	8%
> CN(C)C(CNC(=O)C1CC(=O)N(Cc2ccccc2)C1)c1ccccc1 (configuration not stated)
→ nt	nt	6%	nt	-0.8%	4%	nt	nt	15%
> O=C1CN=C(Nc2ccccc2)N1Cc1cccs1
→ -4%	-5.3%	7%	2%	0.3%	-9%	3.6%	10%	4%
> Cc1ccc(C)c(NC(=O)C2C(c3ccccc3)C2(Cl)Cl)c1 (configuration not stated)
→ -7%	-3.8%	5%	9%	2.1%	1%	0.6%	-1%	6%
> CCC(C(=O)NCCCc1ccccc1)n1nc(C)c2c(C)n(-c3ccccc3)nc2c1=O (configuration not stated)
→ -7%	nt	9%	-1%	nt	8%	0.1%	-1%	5%
> CCN(CC)C(=O)COc1ccc(CC(=O)O)cc1OC
→ -4%	0.2%	7%	0%	0.9%	-2%	-0.4%	-6%	1%
> Cc1cccc(-n2c(O)c(C=NC3CCS(=O)(=O)C3)c3ccccc3c2=O)c1 (configuration not stated)
→ -5%	-0.7%	3%	-8%	1.2%	-11%	-4.2%	-1%	7%
> Cc1ccc(-c2nnc(N(C)C(=O)c3ccccn3)s2)cn1
→ 3%	-4.9%	5%	-2%	0.8%	-3%	1.3%	7%	5%
> O=C(Nc1cccc2ccccc12)N1CC=C(c2ccccc2)CC1
→ -8%	-2.8%	8%	-2%	1.8%	-4%	-0.4%	31%	1%
> COC(=O)CS(=O)(=O)c1cc([N+](=O)[O-])ccc1NC(=O)OC
→ -4%	-8.0%	-12%	6%	1.3%	-4%	-0.1%	-16%	3%
> CC(C)CN1CCC(=O)N(CCO)CC1
→ -11%	nt	11%	-6%	-0.4%	1%	-1.3%	3%	7%
> CC(NC(=O)Cc1cccs1)C(c1cccs1)N1CCN(c2ccccc2F)CC1 (configuration not stated)
→ 0%	-21%	5%	-1%	nt	-8%	4.0%	-1%	-5%
> OCC1(Cc2ccccc2)CCN(C2CCN(c3ccccc3F)CC2)CC1
→ -13%	-9.4%	-3%	-6%	-2.3%	-4%	0.1%	6%	4%
> CCN1C(=O)[C@H]2[C@@H](c3ccc(C)cc3)N3C(=O)N(c4ccc(C)cc4)C(=O)[C@@]3(Cc3ccccc3)[C@H]2C1=O
→ -12%	nt	-5%	-1%	12%	-2%	0.0%	4%	6%
> Cc1cc(N2C(=O)C(O)=C(C(=O)c3cc4ccccc4o3)C2c2ccc(Cl)cc2)no1 (configuration not stated)
→ -2%	nt	-6%	-9%	4.2%	-3%	16µM*	45%	8%
> COc1ccccc1C(=O)NC1CCSc2ccccc21 (configuration not stated)
→ 0%	nt	1%	1%	7.0%	-1%	-1.0%	2%	7%
> N#C/C(=C\c1ccc[nH]1)C(=O)c1ccccc1
→ -7%	nt	7%	0%	-0.5%	0%	1.5%	36%	11%
> CC(NC(=O)COC(=O)CSc1ccc(F)cc1)c1ccc(F)cc1 (configuration not stated)
→ nt	nt	9%	nt	-1.4%	1%	nt	nt	20%

HIV fusion peptide, hit marks shown above.
Fields: LYP phosphatase	XIAP displacement	Rac1 GTP hydrolysis	Siah-1 displacement	RSV antiviral HEp-2	NS5 inhibitors	HIV fusion peptide	AID2073	SV40 large T antigen
> Cc1cc(N2C(=O)C(O)=C(C(=O)c3cc4ccccc4o3)C2c2ccc(Cl)cc2)no1 (configuration not stated)
→ -2%	nt	-6%	-9%	4.2%	-3%	16µM*	45%	8%

Following part
Fields: LYP phosphatase	XIAP displacement	Rac1 GTP hydrolysis	Siah-1 displacement	RSV antiviral HEp-2	NS5 inhibitors	HIV fusion peptide	AID2073	SV40 large T antigen
> C[C@H]1CCC[C@]2(CC(=O)c3cc(F)ccc3O2)C1
→ nt	nt	8%	nt	1.4%	-1%	nt	nt	-2%
> COc1ccc(C(=O)Nc2ccnn2C2CCN(C(=O)c3cc(C)on3)CC2)cc1
→ -5%	nt	8%	4%	0.9%	-1%	0.2%	4%	15%
> OCC1(CCCc2ccccc2)CCN(Cc2ccc(F)cc2)CC1
→ -7%	-1.9%	10%	2%	-0.1%	-6%	0.8%	-3%	25%
> CC(C)Oc1cccc(C(=O)Nc2ccc(N3CCN(C)CC3)cc2)c1
→ -7%	nt	13%	-7%	-0.5%	-7%	-1.1%	10%	8%
> Cc1cc(Cl)ccc1OCCCC(=O)Nc1cccc(-n2cnnn2)c1
→ -12%	nt	7%	4%	14%	1%	-0.4%	4%	21%
> CC(=O)Nc1ccc(S(=O)(=O)N2C(=O)c3cccc4cccc2c34)cc1
→ -3%	nt	nt	2%	-1.3%	nt	0.2%	14%	11%
> CC(C)NC(=O)CC(=O)N/N=C/c1ccc(F)cc1
→ -4%	-1.0%	5%	-2%	-0.7%	0%	4.7%	42%	-5%
> COc1ccc(/C=C2\SC(=S)N(CCC(=O)Nc3cccc(C(=O)O)c3)C2=O)cc1
→ -4%	nt	13%	-3%	1.1%	5%	41%	14%	9%
> Cc1ccnc(N2CCC(C(=O)NCc3ccccc3F)CC2)n1
→ -6%	2.5%	-5%	-5%	0.6%	-4%	-1.1%	-3%	27%
> CNC(=S)N/N=C/c1c(C)nn(-c2cccc(Cl)c2)c1Cl
→ 7%	1.6%	-7%	2%	2.1%	4%	1.2%	7%	17%
> COc1cccc(Nc2nc(CC(C)=O)ns2)c1
→ 3%	-4.7%	7%	0%	1.3%	-5%	1.8%	24%	1%
> O=C(Cc1cccc2ccccc12)N1CC[C@@]2(O)CCCC[C@H]2C1
→ -2%	nt	2%	-1%	nt	-2%	0.6%	3%	16%
> CC1CCCCN1C(=S)NCc1ccco1 (configuration not stated)
→ -9%	-2.8%	-1%	11%	-1.1%	-2%	1.6%	2%	10%
> CSCCC(=O)NC1CCCN(CCc2ccccc2)C1 (configuration not stated)
→ -6%	nt	5%	-2%	1.5%	-6%	-1.6%	7%	2%
> CCCCCCCCCOC(=O)C[n+]1csc(CCO)c1C
→ -4%	-1.0%	1%	4%	0.6%	1%	0.3%	23%	0%
> CCOC(=O)C1(Cc2ccccc2)CCN(Cc2cccc(OC)c2O)CC1
→ 0%	-8.0%	7%	1%	1.1%	-7%	0.0%	-8%	-1%
> Cn1c(=O)c2c(n(Cc3ccccc3)c1=O)NC(=O)C2CC(=O)NCc1cccc(Cl)c1 (configuration not stated)
→ -4%	-2.2%	5%	-8%	1.7%	-8%	-3.3%	-1%	-1%
> CCn1c(SCC(=O)N2CCN(c3ccc(F)cc3)CC2)nnc1-c1ccncc1
→ -10%	-20%	-1%	2%	nt	-9%	-0.7%	-4%	3%

Screening data (PubChem BioAssay)
